Eya2 inh – qHTS Assay for Inhibitors of the Phosphatase Activity of Eya2 | recombinant Eya2, OMFP fluorescence dephosphorylation (OMFP is methylfluorescein phosphate) | 330,000 tested, 0.006% active | AID 488837, 2010 | Protein phosphatase EYA2 (Homo sapiens), O00167 | Potency, µM (series often up to 76.9 µM), inactives show at the top dose activity, negative = inhibition, most hits filed as inhibitors; further: potency means the concentration at half of the fitted maximal effect; on the % scale 0 is the no-effect control and ±100 the full control effect
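Eya2 protein (added as 0.2 uM solution) was preincubated with compound for 10 min at ambient temperature in 50 mM HEPES pH 7.5, 50 mM NaCl, 5 uM MgCl2, 0.05% BSA, 1 mM DTT. OMFP (added at 50 uM) then reacted 10 min; fluorescence read at 485/525 nm.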
B2AR arrestin – qHTS assay of beta-arrestin-biased ligands of beta2-adrenergic receptor | Beta-2 adrenergic receptor (Homo sapiens), P07550 | beta-arrestin recruitment to beta2AR, cell-based reporter | Potency, µM (series often up to 46.1 µM), for inactives: at the highest dose activation, hits mostly activators | 330,000 tested, 0.02% active | AID 492947, 2010;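 further: potency means the concentration at half of the fitted maximal effect; 0% = DMSO controls and full agonism = EC100 isoproterenol or metaproterenol; nearly all actives have a fitted effect of over 65% in size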
p53 reactivator – qHTS assay for re-activators of p53 using a Luc reporter; AID 504706, 2011; Potency, µM (top dose mostly 92.2 µM), without a hit: at the top dose activity change, positive = activation, hits mostly activators; H1299 p53-A138V BP100-luciferase reporter, luminescence, 24 h; 320,000 tested, 0.063% active; further: potency means the concentration at half of the fitted maximal effect; % of control where 0% means no effect; nearly all actives have a fitted effect of over 45% in size
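H1299 (p53-null), stable ts p53-A138V + BP100-Luc; 1000 cells/well, Opti-MEM/10% FBS; cpd 4 pt, 1:5; 24 h, 37 deg C, 5% CO2; detection reagent 10 min RT; luminescence.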
uPA generation – qHTS for Inhibitors of Cell Surface uPA Generation. cell surface uPA generation assay, qHTS. Potency, µM (highest dose often 38.3 µM), for inactives: at the highest dose activity change, negative = inhibition, actives largely listed as inhibitors. 330,000 tested, 0.31% active; active means well fitted inhibition curve with a large enough effect; inconclusive means small, poorly fitted or top-dose-only effect; inactive means no such curve, though single readings can be large or run the other way; tested in mouse RAW 264.7 cells; further: potency means the concentration at half of the fitted maximal effect; on the % scale 0 is the no-effect control and ±100 the full control effect; nearly all actives have a fitted effect of over 55% in size
USP2a inh – qHTS Assay for Inhibitors of Ubiquitin-specific Protease USP2a Using CHOP2 as the Reporter; Potency, µM (top dose mostly 38.3 µM), for inactives: at the highest dose activity change, negative = inhibition, actives largely listed as inhibitors; AID 463254, 2010; 330,000 tested, 0.01% active; USP2 core, Ub-CHOP2 coupled fluorogenic reporter, 485/531; Ubiquitin carboxyl-terminal hydrolase 2 (Homo sapiens), O75604;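 further: potency means the concentration at half of the fitted maximal effect; plate controls were DMSO wells for no effect and full inhibition by NEM control for full effect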
Target sequence (O75604 whole entry, looked up): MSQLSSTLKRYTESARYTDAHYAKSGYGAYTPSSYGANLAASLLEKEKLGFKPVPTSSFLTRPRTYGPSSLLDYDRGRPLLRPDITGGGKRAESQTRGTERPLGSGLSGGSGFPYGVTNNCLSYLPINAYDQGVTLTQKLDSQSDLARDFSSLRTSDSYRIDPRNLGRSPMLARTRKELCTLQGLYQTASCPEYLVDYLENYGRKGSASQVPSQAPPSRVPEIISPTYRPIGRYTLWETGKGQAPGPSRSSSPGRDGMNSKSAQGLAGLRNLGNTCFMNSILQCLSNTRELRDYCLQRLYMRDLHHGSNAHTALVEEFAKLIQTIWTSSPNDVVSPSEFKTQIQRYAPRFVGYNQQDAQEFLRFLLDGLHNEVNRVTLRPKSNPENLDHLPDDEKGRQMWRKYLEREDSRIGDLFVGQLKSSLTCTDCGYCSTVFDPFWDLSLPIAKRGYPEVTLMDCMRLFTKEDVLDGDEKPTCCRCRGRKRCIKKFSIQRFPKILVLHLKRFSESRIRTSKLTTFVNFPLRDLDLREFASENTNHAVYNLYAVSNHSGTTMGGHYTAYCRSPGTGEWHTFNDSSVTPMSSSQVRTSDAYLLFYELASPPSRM
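USP2 core (10nM final) preincubated 30min RT with compound in 20mM Tris-HCl pH 8.0, 2mM CaCl2, 2mM beta-mercaptoethanol, 0.05% CHAPS; 25nM Ub-CHOP2 plus 25nM reporter substrate added, fluorescence (Ex485/Em531) read after 60min.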
TSG101-PTAP inh – qHTS Assay for Iinhibitors of HIV-1 Budding by Blocking the Interaction of PTAP/TSG101 | Tumor susceptibility gene 101 protein (Homo sapiens), Q99816 | Fluorescence polarization, FITC-PTAP peptide / Tsg101 binding | Potency, µM (top dose mostly 115 µM), for inactives: at the top dose activity change, negative = inhibition, actives largely listed as inhibitors | 340,000 tested, under 10 active; active means well fitted inhibition curve with a large enough effect in the main read-out, with a control signal flat, not every such curve was filed as active; inconclusive means small, poorly fitted or top-dose-only effect, or effect the other way, or a change in a side signal; inactive means no such curve, though single readings can be large or run the other way; further: potency means the concentration at half of the fitted maximal effect; % of control where 0% means no effect
Target sequence (Q99816 whole entry, looked up): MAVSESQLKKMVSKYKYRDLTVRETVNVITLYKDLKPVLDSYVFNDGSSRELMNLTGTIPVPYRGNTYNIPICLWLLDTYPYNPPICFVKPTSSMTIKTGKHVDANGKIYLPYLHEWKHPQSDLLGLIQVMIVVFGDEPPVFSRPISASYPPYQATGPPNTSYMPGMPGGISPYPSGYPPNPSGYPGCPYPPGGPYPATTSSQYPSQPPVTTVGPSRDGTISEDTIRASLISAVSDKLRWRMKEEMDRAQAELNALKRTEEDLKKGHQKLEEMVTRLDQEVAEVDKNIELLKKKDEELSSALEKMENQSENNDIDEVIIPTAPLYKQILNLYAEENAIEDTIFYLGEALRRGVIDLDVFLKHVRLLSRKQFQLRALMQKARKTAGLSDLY
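Steps: Tsg101 binding domain dispensed (10 uM final), compounds pinned in DMSO, FITC-labeled PTAP-motif peptide added (50 nM final); after 20 min binding at room temperature, polarization measured.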
BRCA1 expr up – qHTS Assay to Identify Small Molecule Activators of BRCA1 Expression | MCF7-BRCA1-FFLuc reporter, luminescence, 48 h; response scale: scaled: vehicle 0%, 10 µM genistein 100% | Potency, µM (highest dose often 46.1 µM), for inactives: at the highest dose activation, most hits filed as activators | 380,000 tested, 1.1% active | AID 624202, 2012; further: potency means the concentration at half of the fitted maximal effect; nearly all actives have a fitted effect of over 80% in size; some results filed as inactive show a strong effect at the top dose
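MCF7 cells carrying a BRCA1-firefly luciferase reporter (2000 cells/well, phenol-red free MEM) were attached for 2 h at 37 °C, then given compounds for 48 h. Luminescence was read 15 min after luciferase reagent; activity normalized to genistein (10 microM) and DMSO.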
a7 integrin act – qHTS for Activators of Integrin-Mediated Alleviation for Muscular Dystrophy; alpha7betagal myoblasts, beta-gal FDG fluorescence, 48 h; Potency, µM (highest dose often 38.3 µM), for the others: at the top dose activation, hits mostly activators; 350,000 tested, 0.064% active;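 further: potency means the concentration at half of the fitted maximal effect; 100% = response of the positive control SU9516; nearly all actives have a fitted effect of over 60% in size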
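alpha7betagal+/- myoblasts (passage 13, 250/well) treated 48 h at 37C with compounds at 1:260 dilution of DMSO stock. Lysed, then beta-galactosidase activity read as FDG fluorescence (ex 480/em 540) after 30 min, with pre-read for autofluorescence.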
TRPV1 agonist – HTS Assay for Compounds that Act as Agonists of the Vanilloid Receptor 1; 320,000 tested, 0.19% active; TRPV1-expressing cells, Fluo-8 calcium influx, agonist mode; Transient receptor potential cation channel subfamily V member 1 (Homo sapiens), Q8NER1; activation, % at 8.33 µM; AID 540275, 2011; in the data active means activation above about 80%; inconclusive means between about 30% and that limit; further: 0% is about no effect
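TRPV1-expressing cells were cultured overnight at 35.5C and loaded with Fluo-8 calcium dye for 40 to 90 min at room temperature. After a 10 s baseline, compound was added and calcium influx was read kinetically for 3 min (ex 480/em 520 nm).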
ELG1 genotox – qHTS screen for small molecules that induce genotoxicity in human embryonic kidney (HEK293T) cells expressing luciferase-tagged ELG1; 330,000 tested, 1.3% active; HEK293T ELG1-luciferase reporter, luminescence, 16 h; Potency, µM (highest dose often 46 µM), for the others: top-dose activity change, positive = activation, usual class: activators; AID 504466, 2011; further: potency means the concentration at half of the fitted maximal effect; % of control where 0% means no effect; nearly all actives have a fitted effect of over 60% in size
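Luminescence read-out: rising ELG1-luciferase signal, reflecting elevated ELG1 protein under genetic stress, flags genotoxic compounds. Cells were treated for 16 hr at 37 °C before ONE-Glo detection.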
S-ASM inh – Inhibitors of Secretory Acid Sphingomyelinase (S-ASM): qHTS; Sphingomyelin phosphodiesterase (Homo sapiens), P17405; placental ASM, HMU-PC fluorogenic substrate, 60 min; Potency, µM (series often up to 57.5 µM), without a hit: top-dose activity change, negative = inhibition, actives largely listed as inhibitors; 340,000 tested, 0.006% active; further: potency means the concentration at half of the fitted maximal effect
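Fluorogenic HMU-PC substrate (9 uM final) is turned over by placental ASM in 60 min at 37 C after a 10 min compound preincubation. Reaction ended by alkaline stop (pH 10), with fluorescence read at 386/447 nm.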
The depositor's hits bear a star; i = inactive; ? = inconclusive; nt = no result given; [ ] = remark or other dose. Unless noted, the call rests on the fitted dose curve; in most records, active means well fitted curve in the direction sought with a large enough effect; inconclusive means small, poorly fitted or top-dose-only effect, or another doubt; inactive means no such curve, though single readings can be large; an effect the other way counts as inactive or inconclusive.

no.	Structure	Eya2 inh	B2AR arrestin	p53 reactivator	uPA generation	USP2a inh	TSG101-PTAP inh	BRCA1 expr up	a7 integrin act	TRPV1 agonist	ELG1 genotox	S-ASM inh
1	Cc1nn(C)c(Oc2ccccc2)c1CCNS(=O)(=O)c1ccc(Cl)cc1	-8%	-0.8%	-3%	-7%	2%	-2%	-43%	24%	-10	-7%	-2%
2	COc1cccc(CNC(=O)C(=O)NCC2CCCO2)c1 (configuration not stated)	8%	-0.4%	4%	-2%	4%	-4%	4%	-6%	-3	-2%	-1%
3	CC(=O)Nc1cccc(-c2nnc(SCC(=O)N3CCCCC3)n2C)c1	-17%	-0.3%	11%	5%	3%	-3%	8%	-12%	3	2%	-1%
4	COc1cccc(N2CCc3c(C)nc4ccc(Cl)cc4c32)c1	-6%	-0.7%	-8%	-12%	1%	-1%	-70%	?	6	-17%	i
5	Cc1ccc(OC(=O)CCC(=O)Nc2ccc(C(N)=O)cc2)cc1	nt	nt	nt	2%	nt	-3%	-1%	4%	nt	nt	-2%
6	O=C(Nc1ccc(Br)cc1F)c1ccc2nsnc2c1	-13%	-0.2%	?	1%	3%	-6%	?	15%	?	10µM*	2%
7	CSc1ccc(-c2c(C#N)c(N)nc3c2CCCC3)cc1	-3%	-0.1%	-5%	-4%	0%	-2%	3%	-9%	2	6%	24%
8	COc1ccc(C(C)=O)cc1COC(=O)c1ccc(S(=O)(=O)N(C)C)cc1	-4%	-0.9%	-3%	-6%	2%	-4%	-9%	2%	10	-6%	1%
9	C/C(=N\NC(=O)Cc1cccn1C)c1ccco1	-9%	0.9%	3%	0%	-4%	-8%	-6%	-7%	1	3%	0%
10	Cc1ccc(Nc2nnc(SCC(=O)Nc3cccc(S(=O)(=O)N4CCCCC4)c3)s2)cc1	6%	3.5%	?	-8%	-1%	0%	-79%[inhibitor]	0%	6	-2%	-11%
11	COc1ccc(CNC(=O)CN(C(=O)c2csnn2)c2ccc3c(c2)OCCO3)cc1	3%	0.1%	?	4%	0%	-3%	40%	-13%	-1	1%	0%
12	CC(=O)Nc1c(Cl)c(Cl)c2c(c1Cl)C(=O)c1cc(Cl)ccc1-2	nt	nt	nt	-3%	nt	-4%	-58%	-31%	nt	nt	-9%
13	O=C(CSc1ncn[nH]1)NC12CC3CC(CC(C3)C1)C2	-4%	-0.1%	-6%	-2%	0%	-3%	25%	10%	-4	-1%	1%
14	CC(OC(=O)c1cccs1)C(=O)NCCc1ccccc1 (configuration not stated)	-1%	0.4%	-4%	-1%	2%	-4%	-17%	-1%	5	0%	0%
15	Cc1sc2nc(CSC(C)C(=O)Nc3ccc(C#N)cc3)[nH]c(=O)c2c1C (configuration not stated)	14%	-0.4%	6%	1%	3%	9%	-26%	8%	5	-10%	0%
16	CCC(C)(C)NC(=O)c1sccc1Oc1ccc(F)cc1[N+](=O)[O-]	1%	0.2%	5%	0%	0%	-3%	-55%	13%	19	-13%	-6%
17	O=C(CN(c1ccc2c(c1)OCCO2)S(=O)(=O)c1ccccc1)NCc1ccco1	-21%	0.4%	-11%	4%	-1%	-2%	10%	16%	-2	-2%	7%
18	Cc1sc2ncnc(N3CCC(C)CC3)c2c1C	-9%	0.4%	7%	1%	-2%	-7%	-18%	-18%	4	4%	-1%
19	Cc1cccc(NC(=O)C2CCCN(S(=O)(=O)c3cccc4cccnc34)C2)c1 (configuration not stated)	-4%	0.1%	-3%	22%	2%	0%	-7%	1%	nt	-8%	-12%
20	O=C(NCCn1ccc2ccccc21)c1cccc([N+](=O)[O-])c1	18%	0.0%	21%	-2%	10%	1%	32%	-1%	26	-1%	-5%

Retrieved by compound from the entries so far:
no.	Structure	Eya2 inh	B2AR arrestin	p53 reactivator	uPA generation	USP2a inh	TSG101-PTAP inh	BRCA1 expr up	a7 integrin act	TRPV1 agonist	ELG1 genotox	S-ASM inh
11	COc1ccc(CNC(=O)CN(C(=O)c2csnn2)c2ccc3c(c2)OCCO3)cc1	3%	0.1%	?	4%	0%	-3%	40%	-13%	-1	1%	0%
20	O=C(NCCn1ccc2ccccc21)c1cccc([N+](=O)[O-])c1	18%	0.0%	21%	-2%	10%	1%	32%	-1%	26	-1%	-5%
17	O=C(CN(c1ccc2c(c1)OCCO2)S(=O)(=O)c1ccccc1)NCc1ccco1	-21%	0.4%	-11%	4%	-1%	-2%	10%	16%	-2	-2%	7%
18	Cc1sc2ncnc(N3CCC(C)CC3)c2c1C	-9%	0.4%	7%	1%	-2%	-7%	-18%	-18%	4	4%	-1%

Next part.
no.	Structure	Eya2 inh	B2AR arrestin	p53 reactivator	uPA generation	USP2a inh	TSG101-PTAP inh	BRCA1 expr up	a7 integrin act	TRPV1 agonist	ELG1 genotox	S-ASM inh
21	COc1ccc(CCNC(=S)N2CCN(S(=O)(=O)c3cccc(F)c3)CC2)cc1	15%	0.5%	8%	1%	0%	1%	-1%	-16%	18	2%	2%
22	Oc1cccc2ccc(/C=C/c3ccc(Br)s3)nc12	-25%	0.0%	?	2%	-10%	0%	-26%	3%	-5	21µM*	8%
23	CCOC(=O)N1CCC(N2Cc3cccc(C(=O)Nc4ccc(S(=O)(=O)N(CC)CC)cc4)c3C2=O)CC1	-5%	0.1%	4%	3%	-1%	-7%	2%	?	2	-1%	3%
24	COc1cc(NC(=O)COC(=O)C2CC2)c(C)cc1[N+](=O)[O-]	4%	0.3%	-16%	-3%	4%	-1%	-8%	16%	-1	0%	1%
25	COc1ccccc1N1CCN(CCCNC(=O)Cn2ncc3c([nH]c4ccccc43)c2=O)CC1	5%	-0.1%	-8%	-1%	1%	-3%	-20%	-15%	1	-5%	3%
26	O=C(Nc1nc(-c2ccccn2)cs1)c1ccc(F)c(S(=O)(=O)N2CCOCC2)c1	-8%	0.2%	?	4µM*	-2%	-5%	-59%	-31%	17	4%	-2%
27	Cc1nccn1CCCNC(=O)C1CCC(=O)N(Cc2ccccc2F)C1 (configuration not stated)	4%	-0.1%	11%	10%	2%	-2%	12%	-8%	-3	1%	4%
28	COc1cccc(N=C2CC(C)(C)CC(=O)/C2=C(/O)c2ccccc2)c1	4%	-1.6%	0%	2%	-1%	0%	-19%	16%	-5	-10%	-4%
29	Cn1nc(C(F)(F)F)c(-c2ccc(Br)cc2)c1NC(=O)c1cccnc1	-6%	-0.6%	-1%	2%	1%	-4%	-7%	13%	7	-12%	0%
30	Cc1cccc(Nc2ccc(C(=O)N3CCOCC3)cn2)c1	-6%	-1.0%	2%	4%	2%	0%	?	8%	29	12%	0%
31	O=C(NCc1ccc(N2CCCC2=O)cc1)C1CCC(=O)N(Cc2ccccc2F)C1 (configuration not stated)	-11%	-0.3%	3%	2%	-1%	nt	-9%	-5%	0	-4%	1%
32	O=C(N/N=C/c1ccc(OCCCF)cc1)c1cc(OCC(F)(F)F)ccc1OCC(F)(F)F	-4%	0.4%	-3%	0%	3%	0%	-15%	-3%	1	8%	2%
33	CC1(C)Cc2c(sc3nc(-c4ccccc4Cl)n(N)c(=O)c23)CO1	-4%	-0.1%	-5%	-1%	-1%	-3%	-13%	-9%	6	-1%	0%
34	O=C(CC1SC(=Nc2ccccc2)N(CCCCO)C1=O)NCc1ccccc1 (configuration not stated)	2%	0.1%	-3%	1%	4%	-3%	-8%	-28%	0	2%	1%
35	Cc1ccc(N(CC(=O)NCc2ccncc2)S(C)(=O)=O)cc1Cl	0%	-0.5%	9%	2%	-1%	1%	15%	-7%	1	2%	-1%
36	CCOC(=O)N1CCN(c2ncnc3scc(-c4ccccc4)c23)CC1	-7%	0.4%	-3%	4%	3%	-7%	-31%	-34%	11	-16%	-3%

Not a hit list; about 2.6% have a hit in one of these screens.
